# HIV Rev-RRE inh: disrupts HIV-1 Rev binding to RRE RNA; P05866; Rev peptide-RRE RNA binding, FRET; inhibition, % at 8 µM; 0.79% of 97,000 active; AID 704;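 active means inhibition above the screen-wide mean plus 3 SD, cut at about 35% in these data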;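 further: 0% = median DMSO wells and 100% = median Neomycin B control wells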
# Target sequence (P05866 whole entry, looked up): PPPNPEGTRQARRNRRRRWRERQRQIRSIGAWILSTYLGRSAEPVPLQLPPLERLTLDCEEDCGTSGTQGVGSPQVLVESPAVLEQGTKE
#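 Test system – labelled RRE RNA duplex and labelled Rev peptide · Reagent – labelled Rev peptide · Doses – one concentration, 8 µM nominal · Incubation – 5 + 15 min at 25 °C · Signal – FRET fluorescence readout · Read-out basis – % inhibition of FRET ratio versus controls · Control set – DMSO wells as 0% and neomycin B wells as 100% inhibition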
# Mac1 fbg enh: enhancers of human CD11b/CD18 binding to fibrinogen; K562 CD11b/CD18 adhesion to fibrinogen, ATPlite luminescence; activation, % at 10 µM; 0.07% of 93,000 active; AID 1499;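 active means 10 µM primary screen giving 50% or more activity, confirmed by 40% or more on retest at that dose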; further: strong numbers were not always called active
# Mac1 fbg inh: inhibitors of human CD11b/CD18 binding to fibrinogen. P05107+P11215. K562 CD11b/CD18 adhesion to fibrinogen, ATPlite luminescence; Mn2+ added to activate the integrin. inhibition, % at 10 µM. 0.54% of 93,000 active. AID 1497;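 active means primary inhibition of 50% or more at 10 µM, then 40% or more on retest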; further: some results filed as inactive read as strong as hits
# ERa SRC1 pot: enhances coactivator binding to human estrogen receptor alpha; coactivator binding (% of control), % at 25.6 µM; AID 639; TR-FRET ERalpha-LBD/SRC-Cy5 coactivator binding, 2 h; 100 = basal binding, no effect; 1.3% of 86,000 active; P03372; in the data active means activity above about 200%;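 further: binding measured in presence of low estradiol as agonist stimulus; 0% = peptide alone without receptor and 100% = receptor with peptide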
# ERb coact inh: blocks coactivator binding to human estrogen receptor beta. Q92731. TR-FRET ER-beta LBD / SRC1-Cy5 peptide binding; receptor agonist-loaded with 1 µM estradiol. inhibition, % at 25.6 µM. 1.3% of 86,000 active;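 active means compounds whose percent inhibition of the receptor-coactivator binding signal exceeds about 50% in the single-dose screen, limit read from the data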;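 further: 0% = receptor plus peptide wells without compound and 100% = peptide-only wells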
# ERa SRC1 inh: ER-alpha (human) coactivator binding inhibition. inhibition, % at 25.6 µM. TR-FRET ER-alpha LBD / SRC-1 peptide, estradiol-bound. AID 629. 1.7% of 86,000 active. P03372; in the data active means inhibition above about 50%;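 further: 0% = receptor plus peptide control and 100% = peptide only without receptor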
# PLK1 PBD inh: Plk1 (human) PBD binding inhibition; inhibition, %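 (tested at about 20 µM)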; Plk1 PBD phosphopeptide binding, fluorescence polarization; 0.13% of 97,000 active; P53350; in the data active means inhibition above about 34%, passing the limit was not always enough
# Target sequence (P53350 whole entry, looked up): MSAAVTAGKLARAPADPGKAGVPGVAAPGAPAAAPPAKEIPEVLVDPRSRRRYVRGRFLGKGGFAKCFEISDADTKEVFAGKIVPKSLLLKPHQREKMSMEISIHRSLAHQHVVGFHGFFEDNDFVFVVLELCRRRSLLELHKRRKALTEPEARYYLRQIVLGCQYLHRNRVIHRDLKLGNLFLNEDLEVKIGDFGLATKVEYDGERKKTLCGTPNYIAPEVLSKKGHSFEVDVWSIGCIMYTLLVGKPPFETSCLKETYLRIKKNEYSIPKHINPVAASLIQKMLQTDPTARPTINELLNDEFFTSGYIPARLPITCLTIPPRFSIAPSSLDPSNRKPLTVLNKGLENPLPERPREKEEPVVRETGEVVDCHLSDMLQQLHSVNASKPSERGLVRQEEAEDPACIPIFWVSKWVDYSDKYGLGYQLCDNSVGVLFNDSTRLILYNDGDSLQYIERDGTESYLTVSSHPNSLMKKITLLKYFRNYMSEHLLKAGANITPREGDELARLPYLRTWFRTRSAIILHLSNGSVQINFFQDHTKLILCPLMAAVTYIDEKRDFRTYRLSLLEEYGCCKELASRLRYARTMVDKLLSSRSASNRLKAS
# FAK blocker: blocks human focal adhesion kinase activity; Q05397; biochemical FAK kinase activity assay; inhibition, %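 (tested at 7 µM)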; 0.84% of 97,000 active; AID 727; in the data active means inhibition above about 19%;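 further: 0% = DMSO and 100% = reference compound high control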
# PLK1 kinase inh: inhibitors of human PLK1 kinase; inhibition, % at 10 µM; recombinant PLK1 kinase, TR-FRET peptide phosphorylation; AID 619; 0.53% of 97,000 active;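 active means inhibition of 50% or more in the single-concentration screen; inactive means inhibition below 50%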;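 further: 0% = DMSO max control and 100% = H-89 dihydrochloride min control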
# Numbers without * were called inactive; nt = no result given; [ ] = dose if it differs, or a comment. Not a hit list, and some 4.7% of all compounds hit somewhere here.
cpd	Molecule	HIV Rev-RRE inh	Mac1 fbg enh	Mac1 fbg inh	ERa SRC1 pot	ERb coact inh
1	O=c1[nH]c(=O)n(Cc2ccccc2)c2c1CCC2	5	0	-2	122	0
2	CCCCC(c1nnnn1C1CCCC1)N1CCN(C(=O)c2ccco2)CC1 (stereo not drawn)	-3	1	-13	99	1
3	Cc1cc(C)nc(NC(=O)CSc2nc3ccccc3o2)n1	2	-3	-41	79	26
4	COc1cccc(C2OC(=O)c3ccccc3N2C(C)=O)c1OC(C)=O (stereo not drawn)	7	3	3	100	29
5	CCOC(=O)/C(C#N)=C/c1cc2ccccc2nc1Cl	1	nt	nt	nt	nt
6	COc1ccc(-c2nnc3sc(-c4ccc(Br)o4)nn23)cc1OC	nt	-2	-4	139	29
7	Cc1cc(C)n(-c2cc(Oc3ccccc3)ncn2)n1	3	-1	-13	95	-13[fluorescence artefact?]
8	Cc1ccc(C(=O)CC(=O)c2cccc(F)c2)c(O)c1	5	-6	14	nt	nt
9	COCC(=O)Nc1ccccc1C#N	1	-1	-8	nt	nt
10	CCCc1nc(N)c(C#N)c(N)c1C#N	5	2	-6	129	-16
11	COc1ccc(NC(=O)C2CCC(=O)N2S(=O)(=O)c2ccc(C)cc2)c(OC)c1 (stereo not drawn)	3	5	-11	104	0
12	CCOC(=O)N1CCC(NC(=O)Cn2cc3c(n2)CCCC3)CC1	nt	5	-20	79	5
13	N#CC(C#N)C(c1ccsc1)c1c(-c2ccccc2)[nH][nH]c1=O (stereo not drawn)	4	-5	-28	94	4
14	CCOc1cc(S(=O)(=O)NCc2ccccn2)c(C)cc1C	1	-5	1	nt	nt
15	CCSC1=C(C#N)C(c2cccc(OC)c2)CC(=O)N1 (stereo not drawn)	1	0	-2	123[fluorescence artefact?]	-14

cpd	ERa SRC1 inh	PLK1 PBD inh	FAK blocker	PLK1 kinase inh
1	1	-7	2	-11
2	4	-31	6	-13
3	13	-14	0	-4
4	3	-21	2	-16
5	nt	8	0	-7
6	62*	nt	nt	nt
7	-9	-2	-1	-7
8	nt	7	4	-12
9	nt	0	-1	-4
10	-5[fluorescence artefact?]	17	1	18
11	1	-22	-2	-8
12	15[fluorescence artefact?]	nt	nt	nt
13	7	-5	3	-11
14	nt	-15	2	-6
15	-11	0	5	-11

# Two entries from above, field by field.
[1] O=c1[nH]c(=O)n(Cc2ccccc2)c2c1CCC2
  HIV Rev-RRE inh: 5
  Mac1 fbg enh: 0
  Mac1 fbg inh: -2
  ERa SRC1 pot: 122
  ERb coact inh: 0
  ERa SRC1 inh: 1
  PLK1 PBD inh: -7
  FAK blocker: 2
  PLK1 kinase inh: -11

[2] CCCCC(c1nnnn1C1CCCC1)N1CCN(C(=O)c2ccco2)CC1 (stereo not drawn)
  HIV Rev-RRE inh: -3
  Mac1 fbg enh: 1
  Mac1 fbg inh: -13
  ERa SRC1 pot: 99
  ERb coact inh: 1
  ERa SRC1 inh: 4
  PLK1 PBD inh: -31
  FAK blocker: 6
  PLK1 kinase inh: -13

# The list continues.
cpd	Molecule	HIV Rev-RRE inh	Mac1 fbg enh	Mac1 fbg inh	ERa SRC1 pot	ERb coact inh
16	COC(=O)c1ccc(CSc2nc(N)cc(N)n2)cc1	6	2	1	136	-8
17	COC(=O)C(=O)/C=C(\O)c1ccc(C)cc1	4	-1	-14	nt	nt
18	CCN(CC)c1ccc(NC(=O)CSc2nc3ccccc3c(=O)[nH]2)cc1	-6	-4	-18	109	6[fluorescence artefact?]
19	Brc1ccc(Cn2c(-c3cncs3)nc3ccccc32)cc1	19	nt	nt	168[fluorescence artefact?]	10[fluorescence artefact?]
20	O=C(COc1nsnc1N1CCOCC1)N1CCOCC1	6	-5	-13	101	-4
21	Cn1c(CN2CCCC2)nc2cc(NC(=O)C3CCCCC3)ccc21	2	nt	nt	nt	nt
22	O=C(NCCCCO)C(F)(F)C(F)(F)C(F)(F)C(=O)NCCCCO	11	-1	-24	122[fluorescence artefact?]	5
23	CCOc1ccc(-c2nc(-c3ccc(OC)c(OC)c3)no2)cc1OCC	7	15	-20	116	11[fluorescence artefact?]
24	COc1cccc(CN(CC2CCCO2)S(=O)(=O)c2ccc(S(=O)(=O)N(C)C)cc2)c1 (stereo not drawn)	13	14	2	92	-4
25	COc1nc(Nc2ccc3c(c2)OCO3)nc(OC)n1	nt	3	9	115	2
26	CCc1cc2c(=O)c(-c3cscn3)coc2cc1OC	nt	-3	3	154	16
27	Cn1c(=O)c2c(nc(NCc3ccccc3)n2CC(=O)NCc2ccccc2)n(C)c1=O	5	-1	-2	nt	nt
28	CSCc1c(C(=O)Nc2ccc(N3CCOCC3)cc2)oc2ccccc12	2	1	-38	115	4
29	Cc1ccc2nsnc2c1S(=O)(=O)N1CCN(Cc2ccc3c(c2)OCO3)CC1	7	4	-22	96[fluorescence artefact?]	-2
30	Cc1cc(=O)oc2cc(NC(=O)CCC(=O)O)ccc12	3	nt	nt	nt	nt

cpd	ERa SRC1 inh	PLK1 PBD inh	FAK blocker	PLK1 kinase inh
16	-12	-3	-1	-12
17	nt	-4	5	-6
18	6	4	-1	-1
19	9[fluorescence artefact?]	7	0	-4
20	-3	-15	-3	-13
21	nt	-24	-9	1
22	3	-15	-1	1
23	-2	4	-1	-15
24	-2	-1	-1	-12
25	-13	-12	nt	-10
26	-16	nt	nt	nt
27	nt	4	-5	-8
28	1	7	0	-13
29	-6	21	2	-11
30	nt	-6	-2	-17

# (more compounds)
cpd	Molecule	HIV Rev-RRE inh	Mac1 fbg enh	Mac1 fbg inh	ERa SRC1 pot	ERb coact inh
31	O=C(OCc1c(Cl)nc2sccn12)c1cc2c(s1)CCCC2	7	-1	2	126	-1
32	C1=C(c2ccccc2)Nc2nnnn2C1	1	3	7	131[fluorescence artefact?]	2
33	COC(=O)/C=C1\NCCSC1=O	0	6	-15	123	-7[fluorescence artefact?]
34	Cc1nc(SCC(=O)N2CCN(c3ccccc3)CC2)c2oc3ccccc3c2n1	2	-2	6	93	-17
35	CCOc1cccc2cc(-c3cn4cc(C)ccc4n3)c(=O)oc12	-3	5	-2	126[fluorescence artefact?]	50*
36	NC(=O)c1ccccc1NC(=O)CCCN1C(=O)CCC1=O	8	2	-12	89	5
37	COc1cc2c(cc1OC)C(c1cccnc1)CC(=O)N2 (stereo not drawn)	4	0	-10	116	-4
38	Nc1ccc(-c2ccc(N)cc2C(F)(F)F)c(C(F)(F)F)c1	4	nt	nt	55	-4
39	Cc1cc(C)c(C#N)c(SCC2COc3ccccc3O2)n1 (stereo not drawn)	6	5	-15	nt	nt
40	O=C(O)CCCNS(=O)(=O)c1ccc(NCc2ccccc2)c(C(=O)O)c1	3	-4	10	100[fluorescence artefact?]	7
41	CC(=O)c1cnc2cc(-c3ccc(Cl)cc3)nn2c1C	7	6	-5	102[fluorescence artefact?]	7[fluorescence artefact?]
42	COC(=O)c1ccc(CSc2nc(C(F)(F)F)c3c(c2C#N)CCC3)o1	8	nt	nt	97	11
43	CN1CCN(C(=O)c2ccc3c(=O)n(Cc4ccco4)c(=S)[nH]c3c2)CC1	9	-6	-26	94	-13
44	COc1ccc(Cl)cc1NC(=O)CN(C)C(C)C(=O)NCC1CCCCC1 (stereo not drawn)	8	0	-11	113	0[fluorescence artefact?]
45	N#CC1=C(N)n2c(s/c(=C\c3ccco3)c2=O)=C(C#N)C1c1ccco1 (stereo not drawn)	13	-5	8	36[fluorescence artefact?]	67*[fluorescence artefact?]

cpd	ERa SRC1 inh	PLK1 PBD inh	FAK blocker	PLK1 kinase inh
31	-7	20	-4	4
32	2	4	0	-15
33	-3[fluorescence artefact?]	-25	-3	-20
34	-36	-17	7	-2
35	81*	9	3	-4
36	-5	-19	0	-10
37	-5	-1	4	-13
38	2	2	1	-7
39	nt	1	-6	-6
40	5	-15	1	-3
41	16[fluorescence artefact?]	25	1	-3
42	-5	-11	2	-3
43	-7	-20	0	-3
44	-6	0	-2	-10
45	75*[fluorescence artefact?]	26	1	-8

# (listing goes on)
cpd	Molecule	HIV Rev-RRE inh	Mac1 fbg enh	Mac1 fbg inh	ERa SRC1 pot	ERb coact inh
46	O=C(CN1CCN(Cc2ccccc2Cl)C1=O)NC1CCCCCC1	3	1	-30	122	4[fluorescence artefact?]
47	CCCn1nnnc1SCC(=O)c1ccc2c(c1)OCCO2	5	-3	-8	106	1
48	COc1ccc(C2C(C(=O)OCC(=O)Nc3ccc(C)cc3)CCC(=O)N2c2ccc(OC)cc2)cc1 (stereo not drawn)	3	0	-43	98	-1
49	CCOc1ccc(NC(=O)Cc2c(O)c3ccccc3[nH]c2=O)cc1	3	0	1	nt	nt
50	CCCn1c(N)c(N2CCCCC2)c(=O)n(CC(=O)Nc2ccc(OC(F)(F)F)cc2)c1=O	1	2	2	98	-5
51	CC(=O)CC(=O)NC(=NC1CCCCC1)Nc1nc(C)cc(C)n1	-5	66	2	83	-10
52	Cc1ccc(-c2c(C#N)c(N)nc3c2CCCC3)s1	3	-2	-12	nt	nt
53	O=C(CN1CCC(n2nnc3cc(F)ccc32)CC1)NCCc1nc2ccccc2[nH]1	6	0	-4	99	-2
54	COC(=O)Cc1[nH]nc2c1C1(C(=O)N(Cc3ccccc3)c3ccccc31)C(C#N)=C(N)O2 (stereo not drawn)	4	-2	-15	103	23
55	Cn1c(Oc2ccc3c(c2)OCO3)nc2c1c(=O)n(Cc1ccccc1)c(=O)n2C	0	nt	nt	103	-5
56	O=C(Nc1ccncc1)Nc1ccccn1	-2	-5	-30	145	-7
57	COCCCNC(CC(=O)Nc1ccc(OC)cc1OC)C(=O)O (stereo not drawn)	5	0	-1	109	-8
58	Cc1ccc(C(=O)COC(=O)C2C3C=CC(C3)C2C(=O)OCC(=O)c2ccc(C)c(C)c2)cc1C (stereo not drawn)	0	-4	4	nt	nt
59	CC(C)Oc1ccc(C(=O)N(Cc2ccco2)C2CCS(=O)(=O)C2)cc1 (stereo not drawn)	6	2	-13	110	-6
60	N=c1n(CC(=O)O)c2ccccc2n1Cc1ccccc1Cl	10	-7	-2	116	4[fluorescence artefact?]

cpd	ERa SRC1 inh	PLK1 PBD inh	FAK blocker	PLK1 kinase inh
46	2[fluorescence artefact?]	-27	1	-7
47	3	1	4	-7
48	-2	-9	0	-11
49	nt	-23	-5	-15
50	-4	-14	2	-13
51	-3	21	8	-12
52	nt	-9	-1	-13
53	-1	-22	1	4
54	3	-12	6	-16
55	-8	-26	-9	-5
56	-3	7	3	16
57	-11	-7	4	0
58	nt	0	7	-9
59	1	3	-1	-5
60	1	8	3	-8

# Record cards, as listed above. Values in the order: HIV Rev-RRE inh | Mac1 fbg enh | Mac1 fbg inh | ERa SRC1 pot | ERb coact inh | ERa SRC1 inh | PLK1 PBD inh | FAK blocker | PLK1 kinase inh
# Entry for `CC(=O)CC(=O)NC(=NC1CCCCC1)Nc1nc(C)cc(C)n1` : -5 | 66 | 2 | 83 | -10 | -3 | 21 | 8 | -12
# Entry for `Cc1ccc(-c2c(C#N)c(N)nc3c2CCCC3)s1` : 3 | -2 | -12 | nt | nt | nt | -9 | -1 | -13
# Entry for `O=C(Nc1ccncc1)Nc1ccccn1` : -2 | -5 | -30 | 145 | -7 | -3 | 7 | 3 | 16
# Entry for `CCOc1ccc(NC(=O)Cc2c(O)c3ccccc3[nH]c2=O)cc1` : 3 | 0 | 1 | nt | nt | nt | -23 | -5 | -15
# Entry for `O=C(CN1CCN(Cc2ccccc2Cl)C1=O)NC1CCCCCC1` : 3 | 1 | -30 | 122 | 4[fluorescence artefact?] | 2[fluorescence artefact?] | -27 | 1 | -7
